Bioassay records deposited in PubChem BioAssay by several laboratories.
NCOA2 inhibitor – inhibition of GAL4-SRC2 driven luciferase reporter, primary screen, SRC2 inhibitor project, cell-based, luminescence | actives 0.17% (n = 370,000) | inhibition, % at 9 µM | HEK293 GAL4-SRC2 luciferase reporter | AID 651957, 2012;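 active = inhibition above the mean inhibition of all tested compounds plus 3 SD, set per campaign, cut at about 52% in these data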;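 note: 0% = DMSO treated cells and 100% = cells given Gossypol at 36 µM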
HTR2A ag – mouse Htr2a agonists via beta-arrestin recruitment, primary screen, cell-based, luminescence; CHO-K1 mHTR2A beta-arrestin complementation; percent of 30 µM serotonin response; 5-hydroxytryptamine receptor 2A (Mus musculus), P35363; actives 0.66% (n = 360,000); activation, % at 7.6 µM; AID 624169, 2012;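 active = activation above a run cutoff, the mean activation of all tested compounds plus 3 SD, cut at about 14% in these data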;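 note: 0% = plate median of compound wells and 100% = 30 µM serotonin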
ABHD5-PLIN5 inh – ABHD5-PLIN5 interaction inhibitors, primary screen, cell lysate, split luciferase complementation, luminescence; Perilipin-5 (Homo sapiens) + 1-acylglycerol-3-phosphate O-acyltransferase ABHD5 (Homo …; Split G. princeps luciferase complementation, 4 h; inhibition, % at 4 µM; actives 0.78% (n = 360,000); AID 602281, 2012;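 active = inhibition above the mean inhibition across every tested compound plus 3 SD, cut at about 22% in these data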;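 note: 0% = DMSO only wells and the 100% control is not disclosed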
Target sequence (Q00G26 whole entry, looked up): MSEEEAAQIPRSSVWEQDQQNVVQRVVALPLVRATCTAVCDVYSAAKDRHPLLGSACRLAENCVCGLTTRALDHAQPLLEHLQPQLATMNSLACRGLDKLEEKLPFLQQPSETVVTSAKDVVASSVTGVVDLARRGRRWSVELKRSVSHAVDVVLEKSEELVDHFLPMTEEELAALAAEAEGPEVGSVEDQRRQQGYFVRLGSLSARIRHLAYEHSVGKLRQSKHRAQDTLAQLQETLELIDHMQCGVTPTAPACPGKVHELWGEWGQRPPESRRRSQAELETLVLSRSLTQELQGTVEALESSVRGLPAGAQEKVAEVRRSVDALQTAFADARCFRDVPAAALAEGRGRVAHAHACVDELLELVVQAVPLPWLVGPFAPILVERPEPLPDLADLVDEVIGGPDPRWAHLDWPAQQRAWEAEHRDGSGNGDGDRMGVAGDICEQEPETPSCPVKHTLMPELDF
Target sequence (Q8WTS1 whole entry, looked up): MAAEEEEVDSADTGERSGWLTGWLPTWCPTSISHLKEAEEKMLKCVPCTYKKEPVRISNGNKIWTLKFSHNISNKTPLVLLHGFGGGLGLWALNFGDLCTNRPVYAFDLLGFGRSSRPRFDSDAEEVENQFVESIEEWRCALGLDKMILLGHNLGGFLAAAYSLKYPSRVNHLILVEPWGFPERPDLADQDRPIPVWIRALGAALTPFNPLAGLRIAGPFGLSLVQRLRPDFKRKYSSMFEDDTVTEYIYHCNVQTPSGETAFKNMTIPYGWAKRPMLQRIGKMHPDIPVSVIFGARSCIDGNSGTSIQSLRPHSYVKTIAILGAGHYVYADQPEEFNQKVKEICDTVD
N-glyco inh – increase of ERlucT glycosylation luciferase signal, primary screen, N-linked glycosylation inhibitor project, D54 ERlucT cells, luminescence, set 2; D54 ERlucT glycosylation luciferase reporter, 24 h; percent of 100 nM tunicamycin response; reporter increase, % at 12.5 µM; actives 0.23% (n = 360,000); AID 588692, 2011;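 active = mean luciferase reporter signal, scaled so untreated is 0 and the glycosylation-blocking control 100, at or above a set limit in every replicate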;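 note: luciferase carries N-glycosylation sites so blocking glycosylation raises the light; 0% = median of neutral control wells and 100% = median of 100 nM tunicamycin wells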
ABCB6 inh MLPCN – ABCB6 transporter inhibitors, primary screen, K562-ABCB6 cells, flow cytometry, MLPCN library | K562-ABCB6 porphyrin accumulation, 1 h; stronger effect = lower value | actives 0.19% (n = 360,000) | fluorescence ratio to DMSO, % at 10 µM | AID 602162, 2011 | ATP-binding cassette sub-family B member 6 (Homo sapiens), Q9NP58;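 active = fluorescence ratio to DMSO below 75%, the collection mean minus 3 SD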;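 note: signal is porphyrin accumulated inside mitochondria; 100% equals median channel fluorescence of DMSO control wells; lower ratio means ABCB6 inhibition with less porphyrin fluorescence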
Cardio protect – cardioprotection against H2O2-induced cell death, primary screen, uHTS, H9c2 cells, ATPLite luminescence. protection from H2O2 cell death, % at 20 µM. actives 0.63% (n = 360,000). H9c2 cardiomyocytes, H2O2 injury protection, 2 h;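 active = compounds giving at least 50% protection of heart cells from peroxide-induced death in the single-dose screen, raw or plate-pattern-corrected value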;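 note: 0% = DMSO wells with peroxide and 100% = DMSO wells without peroxide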
TLR9-MyD88 inh – inhibitors of TLR9-MyD88 association in cells, primary screen, cell-based, CHO, BLA complementation, fluorescence; Toll-like receptor 9 (Homo sapiens) + Myeloid differentiation primary response protein …; CCF4 FRET ratio; inhibition, % at 4.98 µM; actives 0.21% (n = 340,000); AID 504734, 2011;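 active = inhibition above the mean over all tested compounds plus 3 SD, cut at about 21% in these data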;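 note: 0% = DMSO only wells and 100% = clavulanate BLA inhibitor control wells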
MC4R antagonist – MC4R antagonists of cAMP signaling, primary screen, cell-based, TR-FRET, antagonist arm of biased-ligand search; Melanocortin receptor 4 (Homo sapiens), P32245; MC4R-expressing cells, MTII-stimulated cAMP, LANCE TR-FRET; inhibition, % at 6.5 µM; actives 0.48% (n = 360,000); AID 540295, 2011;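 active = inhibition above its plate's cutoff, the mean of tested wells on that plate plus 3 SD, cut at about 29% in these data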;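 note: 0% = Melanotan II alone and 100% = Melanotan II plus saturating MCL0020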
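Assay system: U2OS-MC4R stable cell line; Also added: Melanotan II; Technique: Eu-cAMP/anti-cAMP TR-FRET, emission 671 nm; Times: 30-min compound, 1-h challenge, 1-h detection, room temperature.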
NOD2 RIPK2 PPI – NOD2-RIPK2 binding disruptors in cells, primary screen, fluorescence, CHO cells, BLA complementation; AID 624267, 2012; actives 0.38% (n = 360,000); CCF4 ratio; inhibition, % at 4.98 µM; in the data active = inhibition above about 21%;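 note: 0% = vehicle only and 100% = reference blocker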
MC4R ag barr – MC4R agonists recruiting beta-arrestin, primary screen, cell-based, luminescence, agonist arm of biased-ligand search; Melanocortin receptor 4 (Homo sapiens), P32245; U2OS MC4R beta-arrestin complementation; percent of melanotan II response, DMSO zero; activation, % at 8.9 µM; actives 0.98% (n = 360,000); AID 540308, 2011;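 active = activation above a per-plate cutoff, the mean activation of sample wells on that plate plus 3 SD, cut at about 8% in these data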
Starred values were filed as active, the others as inactive; x = not tested or not shown. This is a subset (hit frequency here may not be typical).

SMILES	NCOA2 inhibitor	HTR2A ag	ABHD5-PLIN5 inh	N-glyco inh	ABCB6 inh MLPCN	Cardio protect	TLR9-MyD88 inh	MC4R antagonist	NOD2 RIPK2 PPI	MC4R ag barr
CCOC(=O)CCCNC(=O)CSc1nnc(-c2ccccc2)c(-c2ccccc2)n1	10	10	6	3	95	2	-2	10	-7	-1.7
CC(OC(=O)c1ccc(Cl)c(S(=O)(=O)N2CCc3ccccc32)c1)C(=O)Nc1ncc(Cl)cc1Cl (stereo not given)	-4	2	-1	3	101	-9	-4	-5	13	3.1
CCOC(=O)[C@]12CCC=C1N(Cc1ccc3c(c1)OCO3)C(=O)[C@H](CC(=O)N1CCSCC1)C2	-14	2	1	x	93	x	x	x	-1	x
CSc1cccc(NC(=O)CCS(=O)(=O)c2cccc3nonc23)c1	-13	-6	6	-3	104	12	-5	8	-3	-0.5
COc1ccccc1-c1cc2nc(-c3ccccc3)cc(N3CCN(C(=O)c4ccoc4)CC3)n2n1	14	-2	0	-14	98	50*	-3	30*	11	0.3
Cc1ccc(CNC(=O)C2CCN(S(=O)(=O)c3c(C)noc3C)CC2)cc1	13	0	-4	-2	111	-4	-2	6	0	-2.3
CN=c1scc(-c2ccc([N+](=O)[O-])cc2)n1/N=C/c1ccco1	-11	-3	1	-4	102	-3	11	5	-11	-0.3
Cc1cccc(C)c1NC(=O)COC(=O)/C=C/c1ccc(S(=O)(=O)N2CCOCC2)cc1	16	-4	-9	-1	97	2	-7	7	5	-1.3
CCc1ccc2[nH]c(=O)c(CN(Cc3ccc(OC)cc3)Cc3nnnn3CCOC)cc2c1	-6	5	4	11	109	15	0	10	-4	0.3
Cn1c(SCc2nc(-c3ccc(Br)cc3)no2)nnc1-c1ccco1	7	-5	2	9	99	-10	-6	8	0	-1.1
COC(=O)C1=CN(c2ccc(Oc3ccccc3)cc2)C(N)=C(C#N)C1c1ccccc1 (stereo not given)	-34	-2	3	x	x	x	x	x	-7	x
Cc1ccc(S(N)(=O)=O)cc1NC(=O)C1CC2CCC1C2 (stereo not given)	-43	1	2	1	94	6	6	3	10	-1.9
COCCOC(=O)c1c(C)oc2ccc(NS(=O)(=O)c3cccs3)cc12	-4	0	0	1	92	-1	3	12	3	-2.7
Cc1ccc2c(c1)N(CC(=O)N1CCCC1)C(=O)C(C)O2 (stereo not given)	15	-3	-1	4	98	2	6	5	-8	-1.5
CCCN1CCN(C(=O)CCc2nnc3ccc(N4CCN(c5cccc(OC)c5)CC4)nn23)CC1	-16	-1	2	-8	101	55*	-2	7	-8	-2.6
CCOC(=O)c1cccc(N2C(N)=NC(N)=NC2(C)C)c1	-18	2	-4	1	98	5	6	4	7	-0.8
O=C(N/C(=C/c1ccc(Br)cc1)C(=O)N1CCOCC1)c1ccco1	12	-3	0	2	100	1	1	11	2	-0.4
CCCc1nnc(NC(=O)CCC(=O)N2CCC(C)CC2)s1	-34	2	-5	4	100	7	8	22	0	-0.7
CNC(=S)N1N=C(c2ccc(OC)cc2)CC1c1ccc(Cl)cc1Cl (stereo not given)	-6	-3	9	-2	105	-8	3	2	2	-3.0
CSc1nnc(C)c(=O)n1COC(=O)COc1ccccc1	-14	-1	2	2	96	8	12	14	-1	1.2
CC1CCCC(NC(=S)Nc2cccc(S(=O)(=O)N(C)C)c2)C1C (stereo not given)	27	-2	-5	-3	102	-28	-12	21	-8	0.1
Cc1ccccc1OCC(=O)OCC(=O)NCCNC(=O)COC(=O)COc1ccccc1C	-8	-2	-4	2	101	5	-7	6	0	-0.4
CC(C)CNC(=O)[C@H]1N2C(=O)c3ccccc3C2SC1(C)C (stereo not given in full)	-14	2	-13	-1	97	1	-4	2	-6	-1.2
Cc1cccc(C(=O)N[C@H](C(=O)NCCc2ccc(Cl)cc2)C(C)C)c1	-2	-1	-3	-5	97	-1	0	8	-4	-0.5
CCOC(=O)N(C)C[C@@H]1OCc2cn(nn2)CCCC(=O)N([C@@H](C)CO)C[C@H]1C	-8	0	-4	1	99	6	7	10	-9	2.5

SMILES	NCOA2 inhibitor	HTR2A ag	ABHD5-PLIN5 inh	N-glyco inh	ABCB6 inh MLPCN	Cardio protect	TLR9-MyD88 inh	MC4R antagonist	NOD2 RIPK2 PPI	MC4R ag barr
CCN1CCN(CCNC(=O)c2ccc(/C=C3\Sc4ccccc4N(Cc4ccccc4F)C3=O)cc2)CC1	-6	-13	17	-5	98	-30	6	1	12	12*
Cc1ccc(S(=O)(=O)Nc2cc(C)cc(CCNC=O)c2C)cc1	-22	3	-1	0	90	-2	0	2	-3	-0.6
O=C1NC(=Nc2ccccc2Cl)S/C1=C\c1cccc([N+](=O)[O-])c1	-43	5	7	6	103	-10	-2	22	-7	-0.1
Cc1cc(C)n2nc(C(=O)Nc3ccn(Cc4ccccc4C)n3)cc2n1	15	2	-6	-1	100	6	1	9	-3	-2.0
CC(C)(C)C1CCc2c(sc(NC(=O)c3ccncc3)c2C(N)=O)C1 (stereo not given)	-40	5	4	-1	97	-4	-8	0	-17	3.3
CCNC(=O)C1(c2ccccc2)CCCC1	1	1	3	0	101	7	8	4	2	0.0
CCCn1c(SCC(=O)N(C)CC(=O)Nc2ccc(C)cc2)n[nH]c1=O	8	6	-8	1	99	2	-7	10	0	0.1
COc1cccc(C(=O)N2N=C(c3ccccn3)CC2(O)C(F)(F)F)c1 (stereo not given)	-17	-4	-3	-1	96	27	-6	3	-4	-1.3
CNCC/C=C1/c2ccccc2CSc2ccccc21	-26	-2	7	1	90	7	-7	0	-1	0.2
O=C(Nc1ccccc1F)C1C2C=CC3(O2)C1C(=O)N(c1cccnc1)C3C(=O)NC1CCCCC1 (stereo not given)	-15	1	-2	1	96	2	3	1	-4	-1.6
CCCCn1c(N)c(N(CC(C)C)C(=O)c2cnc(C)cn2)c(=O)[nH]c1=O	0	9	-7	3	97	6	-6	12	1	-1.4
CC(=O)Oc1cccc(C2=CC(=O)CC(C)(C)C2=O)c1	-11	-4	-1	2	103	9	4	-2	2	-1.3
CCCC(=O)N1CCN(c2ccc(NC(=O)c3cc4ccccc4o3)cc2)CC1	-14	0	-1	-1	192	2	-1	-2	-4	-1.2
O=C(Nc1ccccc1)N1CCC(c2ccccc2)C1 (stereo not given)	-71	2	10	0	101	-16	-2	2	-8	0.4
CCc1ccccc1NC(=O)c1ccoc1C	-3	7	-5	x	92	6	-1	-2	0	0.7
COc1cccc(C(=O)NCCN2C(=O)S/C(=C/c3cccs3)C2=O)c1OC	12	4	-1	0	98	-8	9	8	5	-3.1
CCNC(=S)N1CCN(c2ccc([N+](=O)[O-])cc2)CC1	8	-1	-3	0	86	-10	2	16	2	-1.5
O=C(NC1CCS(=O)(=O)C1)c1cn(-c2ccccc2)nc1-c1ccccc1 (stereo not given)	-16	0	8	1	92	0	8	-2	-5	-2.5
COC(=O)CC1Oc2ccccc2N(Cc2ccc(C)cc2)C1=O (stereo not given)	13	-4	-4	-1	89	6	-6	-4	-7	-1.4
Cc1c(C(=O)O)nn(-c2ccccc2)c(=O)c1C#N	-15	5	4	3	101	5	5	8	0	-0.7
COC(=O)C1=NNC2(C)C(=O)N(c3ccc(C)cc3)C(=O)C12 (stereo not given)	21	8	6	3	99	10	0	1	0	0.6
COc1ccccc1NC(=O)Cn1c(CCC(=O)O)ccc1-c1ccc(C)cc1	5	1	-1	0	99	-4	8	8	0	-2.4
Cn1ccnc1SC(C(=O)O)c1ccccc1 (stereo not given)	8	4	-5	2	100	6	-10	-5	1	-1.2
O=C(Nc1nc(-c2ccc3c(c2)Cc2ccccc2-3)cs1)c1ccccc1	-10	0	-5	1	89	-4	6	-2	-1	2.0
OCCC1CN(Cc2cccc(F)c2F)CCN1CCc1ccccc1 (stereo not given)	-17	-6	1	2	101	3	-8	-2	0	-1.9

SMILES	NCOA2 inhibitor	HTR2A ag	ABHD5-PLIN5 inh	N-glyco inh	ABCB6 inh MLPCN	Cardio protect	TLR9-MyD88 inh	MC4R antagonist	NOD2 RIPK2 PPI	MC4R ag barr
CCC(C)[C@H]1CNC(=S)N1CCc1cc(C(F)(F)F)cc(C(F)(F)F)c1 (stereo not given in full)	5	-1	-15	-5	99	-4	1	10	-8	0.1
O=C(COC(=O)Cc1ccc(Br)cc1)Nc1ccc(N2CCOCC2)cc1	-10	-1	-7	0	97	-2	-8	9	3	-3.9
CCOC(=O)C(NC(=O)Nc1ccccc1)(OCC)C(F)(F)F (stereo not given)	-19	1	4	0	105	12	11	2	1	-1.7
N/C(=N\OC(=O)c1ccc(Cl)cc1)c1nonc1N	-14	-1	-1	2	99	-8	-2	12	-4	-1.2
Cc1nc(N2CCN(Cc3ccccc3)CC2)nc2c1C(=O)CC(C)C2 (stereo not given)	1	8	-5	-3	97	0	-3	3	0	2.3
COc1cccc(NC(=S)N(CCCN2CCN(C)CC2)Cc2ccco2)c1	-36	-3	-4	0	101	-8	1	13	-1	-0.8
CC(C)n1c2ccccc2c2nnc(SCC(=O)Nc3ccccc3C(=O)O)nc21	-3	1	4	0	102	-6	-11	-13	1	-2.7
Cc1c(N2C(=O)CSC2c2ccc(F)cc2)c(=O)n(-c2ccccc2)n1C (stereo not given)	1	7	6	0	99	1	-9	4	0	-1.7
CCC(=O)N1CCc2cc(S(=O)(=O)N3CCCC3)ccc21	3	-1	1	0	89	-11	-10	9	1	-0.4
Cn1c(=O)c2c(=O)cc(NNC(=O)CC#N)[nH]c2n(C)c1=O	7	0	-3	-1	99	-5	-6	1	-3	-1.3

Look-ups from the results shown.
Cn1c(SCc2nc(-c3ccc(Br)cc3)no2)nnc1-c1ccco1 @ N-glyco inh = 9
CCOC(=O)N(C)C[C@@H]1OCc2cn(nn2)CCCC(=O)N([C@@H](C)CO)C[C@H]1C @ NCOA2 inhibitor = -8
